# Bioassay records as filed in PubChem BioAssay.
# UDG counterscr: counter-screen for AID inhibitors: uracil-DNA glycosylase inhibition | FRET deamination/UDG coupled assay, UDG read, 4 h | Potency, µM (highest dose often 115 µM), inactives show at the top dose activity change, negative = inhibition, hits mostly inhibitors | hit rate 0.14% among 91,000 | AID 1347430; further: nearly all actives have a fitted effect of over 65% in size
# AID inh: inhibitors of human activation induced cytidine deaminase. AID deamination FRET fluorescence, UDG-coupled, 4 h. Potency, µM (top dose mostly 115 µM), for inactives: at the highest dose activity change, negative = inhibition, actives largely listed as inhibitors. AID 1347428. hit rate 0.32% among 91,000. Q9GZX7; further: nearly all actives have a fitted effect of over 25% in size
# Target sequence (Q9GZX7 whole entry, looked up): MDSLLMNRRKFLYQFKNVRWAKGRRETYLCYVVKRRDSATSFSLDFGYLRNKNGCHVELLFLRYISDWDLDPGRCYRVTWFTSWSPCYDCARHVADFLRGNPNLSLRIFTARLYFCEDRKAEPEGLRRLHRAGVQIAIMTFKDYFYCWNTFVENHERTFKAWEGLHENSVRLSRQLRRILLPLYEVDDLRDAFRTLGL
# Numbers without * were called inactive; ? = inconclusive; & = joins results of further samples; [ ] = remark or other dose. The call rests on the fitted dose curve; in most records, active means well fitted curve in the direction sought with a large enough effect; inconclusive means small, poorly fitted or top-dose-only effect, or another doubt; inactive means no such curve, though single readings can be large; an effect the other way counts as inactive or inconclusive. On the % scale 0 is the no-effect control and ±100 the full control effect; potency means the concentration at half of the fitted maximal effect.
# The opening 2 compounds (preview)
SMILES,UDG counterscr,AID inh
Cn1c(O)c(C2=Nc3ccccc3SC(c3cccc(O)c3)C2)c(=O)[nH]c1=O (configuration not stated),-7%,-1%
Cc1ccc(-c2nc(S(=O)(=O)c3ccc(F)cc3)c(N(C)C)o2)cc1,?,-18%

# Main list, repeating the preview:
SMILES,UDG counterscr,AID inh
Cn1c(O)c(C2=Nc3ccccc3SC(c3cccc(O)c3)C2)c(=O)[nH]c1=O (configuration not stated),-7%,-1%
Cc1ccc(-c2nc(S(=O)(=O)c3ccc(F)cc3)c(N(C)C)o2)cc1,?,-18%
CCCCC(CC)CNC(=O)CCC(=O)NC1CCCCCCCCCCC1 (configuration not stated),-7%,2%
CCN(CC)C(=O)COc1cc2oc(=O)cc(C)c2cc1Cl,-1%,-2%
Cc1csc(=NC(C)C)n1/N=C/C(C)c1ccccc1 (configuration not stated),-9%,-9%
CC1CCN(S(=O)(=O)c2ccc3c(c2)N(CC(=O)NC(C)C)C(=O)CO3)CC1,5%,3%
COC(=O)c1cccc(COC(=O)c2cc(C(C)=O)c[nH]2)c1,5%,-6%
CC1=Nc2cc(C(=O)NC3CCCC3)ccc2Sc2ccc(Cl)cc21,-6%,-21%
COc1cc(/C=C/C(=O)Oc2ccc(-c3ccc(C)cc3)cc2)ccc1OCC#N,-6%,-4%
CCCCc1ccc(-c2csc(-c3nc(-c4ccc(C)cc4)c(C)s3)n2)cc1,-4%,3%
COc1ccc(N2CCN(C(=O)c3ccc(CS(=O)(=O)c4ccc(Br)cc4)o3)CC2)cc1,-25%,14%
CC(C)c1ccc(NC(=O)c2ccc(Cn3nc(N4CCN(c5ccccc5)CC4)ccc3=O)o2)cc1,18%,1%
CCCn1c(=O)c2c(ncn2C)n(CCC)c1=O,9%,-4%
CCC1CCc2c(sc(NC(=O)c3ccc(C)cc3)c2C#N)C1 (configuration not stated),7%,10%
COc1ccc2[nH]c(C)c(C(=O)CN3CCCC(C)C3)c2c1 (configuration not stated),17%,-2%
COc1cccc(CNC(=O)CN(c2ccc(C)cc2)S(=O)(=O)N(C)C)c1OC,1%,8%
COC(=O)CSc1nc(N2CCCC2)c2c(c1C#N)CCCC2,-6%,-12%
Cc1cc(C)c2c(c1)NC(=O)C2(O)CC(=O)c1cccs1 (configuration not stated),8%,-1%
CSc1ccc(/C=C/c2nc(-c3ccc(F)cc3)cs2)cc1,6%,2%
CCCc1cc(C(=O)Nc2ccc(F)c(Cl)c2)no1,2%,-5%
CC(NC(=O)Cn1c(=O)c2c(ncn2C2CCCC2)n(Cc2ccccc2)c1=O)c1cccs1 (configuration not stated),-5%,-18%
O=C(c1cccc([N+](=O)[O-])c1)N1c2nc(-c3ccco3)nn2C2(CCCCC2)[C@@H]2CCCC[C@@H]21,-6%[57.5 µM],1%
CCn1c(=O)n(CC)c2cc(N3CCCC3)c(NC(=O)Nc3cc(C)cc(C)c3)cc21,-2%,-9%
Cc1ccc2nc(-c3ccsc3)c(Nc3ccc(C(C)C)cc3)n2c1,-8%,15%

# Structures from the list above containing an NH in an aromatic ring, in the order listed:
SMILES,UDG counterscr,AID inh
Cn1c(O)c(C2=Nc3ccccc3SC(c3cccc(O)c3)C2)c(=O)[nH]c1=O (configuration not stated),-7%,-1%
COC(=O)c1cccc(COC(=O)c2cc(C(C)=O)c[nH]2)c1,5%,-6%
COc1ccc2[nH]c(C)c(C(=O)CN3CCCC(C)C3)c2c1 (configuration not stated),17%,-2%

# (cont.)
SMILES,UDG counterscr,AID inh
O=C(NCCS(=O)(=O)N1CCN(c2ccc(F)cc2)CC1)C1CC(=O)N(c2ccccc2)C1 (configuration not stated),-2%,9%
CCOc1cc(S(=O)(=O)N2CCN(CCO)CC2)ccc1Cl,-12%,7%
Cc1cc(C)n2nc(-c3ccc(Cl)cc3)nc2n1,-10%,-4%
Cc1ccc(NC(=O)CN2C(=O)c3cccnc3Sc3ccccc32)c(Br)c1,-11%,3%
O=c1c2ccccc2nc(-c2ccc(Cl)cc2)n1CCCCOc1ccc(F)cc1,4%,15%
Cc1ccnc2nc(NC(=O)c3ccccc3Cl)nn12,-5%,1%
CC(=O)Nc1ccc(Nc2nc3ccc(C)cc3n3nnnc23)cc1,0%[57.5 µM],16%
COc1ccccc1CNC(=O)C(=O)NCC(c1ccco1)S(=O)(=O)c1ccc(F)cc1 (configuration not stated),88%[activator],10%
O=C(NCc1ccc(F)cc1)c1c(O)nc2ccccn2c1=O,-7%,6%
CCOc1ccc(C(=O)c2oc3ccccc3c2NC(=O)c2cc(-c3ccccc3)on2)cc1,62%[activator],8%
Nc1ccc(OCC(F)F)c(Cl)c1,0%,0%
O=C(OCc1ncc(-c2ccccc2)o1)c1cncc(Br)c1,-6%,2%
COc1cc(C#N)ccc1OCc1ccc(Br)cc1F,-2%,1%
O=C(C1CCN(S(=O)(=O)c2cccc3nonc23)CC1)N1CCN(c2cccc(Cl)c2)CC1,31%[activator],-3%
CN(CCNC(=O)c1nn(C)c2c1COc1ccccc1-2)C1CCCCC1,-10%,-10%
COC(=O)c1cccc(CN2C(=O)SC(Nc3ccccc3C)C2=O)c1 (configuration not stated),7%,-6%
Cc1ccc(CCNC(=O)c2ccc3nc(N4CCC(C)CC4)sc3c2)cc1,-1%,13%
CCOc1ccc(/C=C/c2nc(C#N)c(N3CCN(Cc4ccccc4)CC3)o2)cc1,1%,-7%
CS(=O)(=O)c1cccc(C(=O)OCc2ccc(F)cc2)c1,-4%,-4%
COc1ccc(NC(=O)CN(C)S(=O)(=O)c2ccc3c(c2)CCCN3C(C)=O)cc1,63%[activator],-15%
N#C/C(=C/c1ccsc1)c1ccc2ccccc2n1,-15%,-6%
O=C(Nc1ccccc1C(=O)NCc1ccccc1)c1ccccn1,-5%,2%
CCOc1ccccc1CNC(=O)Nc1cn(CC(C)C)c(=O)c2ccccc12,-17%,?
O=C(Nc1ccc(Br)cc1)c1ccc(Br)c(S(=O)(=O)N2CCCCC2)c1,-6%,11%
CCc1ccc(-c2nc3cc(NC(=O)c4cccnc4)ccc3o2)cc1,?,-25%
O=C(O)C1CCN(C(=O)c2cc(-c3ccccc3)nc3ccccc23)CC1,-2%,5%
Cc1ccc(Cl)cc1N1CCN(C(=O)c2ccc(CS(=O)(=O)c3ccc(Br)cc3)o2)CC1,?,-25%
CCc1ccc(-c2nc3c(c(SCc4ccccc4F)n2)Cc2c(CO)cnc(C)c2O3)cc1,-11%,-23%
O=C(/C=C/c1cccc(C(F)(F)F)c1)Nc1ccc(F)c(F)c1F,6%,5%
COc1ccc(N2CC(NC(=O)C3CCCCC3)CC2=O)cc1OC (configuration not stated),-12%,12%
CCSc1nn(C(C)C)c2nc3c(c(=O)n12)C(C)(CC)Cc1ccccc1-3 (configuration not stated),-10%,0%
CCC(C)NC(=O)c1ccc(CNC(=O)NC(C)C)cc1 (configuration not stated),-6%,3%
Cc1nc(-c2ccc(S(=O)(=O)Nc3ccc(C#N)cc3)cc2)co1,-3%&-18%,-1%&3%
COc1ccccc1NC(=O)C1=C(C)Nc2nc(SCC(=O)c3ccc(C)cc3)nn2C1c1ccc(F)cc1 (configuration not stated),-23%[57.5 µM],?
CSc1ccc(/C=C(\C#N)C(N)=O)cc1,2%,-5%
Cc1ccc(NCc2cccn2-c2nnc(N3CCC(C(=O)NCc4ccc(OC(C)C)cc4)CC3)s2)cc1,-19%,?

# Compound profiles (already shown). Screens in order: UDG counterscr	AID inh
# Record of Cc1ccc(NCc2cccn2-c2nnc(N3CCC(C(=O)NCc4ccc(OC(C)C)cc4)CC3)s2)cc1 → -19%	?
# Record of COc1ccc(N2CC(NC(=O)C3CCCCC3)CC2=O)cc1OC (configuration not stated) → -12%	12%

# (listing goes on)
SMILES,UDG counterscr,AID inh
O=C(Cn1cnc(S(=O)(=O)N2CCCC2)c1)Nc1ccccc1,0%,6%
CCOc1ccc(-c2nonc2NC(=O)c2ccco2)cc1,0%[57.5 µM],0%
COc1nc(C(=O)N2CCN(CC(F)(F)F)CC2)cc2ccccc12,11%,-8%
CC(C)(C)NC(=O)CC1(C(=O)NCc2ccc(F)cc2)CCCC1,0%,-1%
COc1ccccc1-c1cc2nc(C)c(CCC(=O)NCc3cccc(Cl)c3)c(C)n2n1,-4%,3%
Cc1nn2c(=O)cc(COC(=O)c3ccc(NC(=O)COc4ccccc4F)cc3)nc2s1,0%,-14%
Cc1ccc(Sc2c(C)nn(C(C)(C)C)c2OC(=O)CC(C)C)cc1,29%,11%
Cc1noc(C)c1Cn1c(=O)c2c(ncn2CCC(C)C)n(Cc2ccccc2)c1=O,-2%,-6%
Cn1nc(C(=O)OCC(=O)NC(=O)c2ccc(OC(F)F)cc2)c2ccccc2c1=O,3%,-8%
Cn1c(SCc2cccc(F)c2)nc2c([nH]c3ccccc32)c1=O,-1%[57.5 µM],1%
COc1ccc(Cn2c(C(=O)O)c(CNCc3cccs3)c3ccc(C)cc32)cc1,-7%[57.5 µM],-24%
COC(=O)C1=C(C)NC(=O)C1(NC(=O)c1ccccc1F)C(F)(F)F (configuration not stated),7%,4%
CCOCCCNC(=O)/C=C/c1ccc(OC)cc1,2%,1%
COCCNC(=O)CSc1c2c(nc3cc(Cl)ccc13)CCCC2,-8%,?
COc1cccc(/C=C(\C#N)c2nc3ccccc3c(=O)[nH]2)c1OC,0%,-2%
COc1cc(NC(=O)C2=CC(c3ccc(F)cc3)=NS(=O)(=O)N2C)cc(OC)c1OC,-4%,2%
O=C(c1cc(C2CC2)nn1-c1ccccc1)N1CCN(Cc2ccccc2F)CC1,-7%,-18%
Cc1ccccc1CN1CCC(N2CCCCCC2)CC1,-10%,1%
CSc1cccc(NC(=O)C2CCN(C(=O)c3cnn(-c4ccccc4)c3-n3cccc3)CC2)c1,?,?
COc1cc2[nH]c(=O)n(CCCC(=O)N3CCN(c4cccc(C(F)(F)F)c4)CC3)c(=O)c2cc1OC,-14%,-4%
N#CCN(C(=O)c1cccs1)C1CC1,1%,-7%
CSc1ccc(CCNC(=O)c2ccc3c(c2)c(C)c(C)n3Cc2ccc(F)cc2)cc1,17%,-9%
CC1(C)CC(C)(c2ccccc2)c2cccc(C(=O)O)c2N1 (configuration not stated),-7%,-21%
COc1ccccc1CNC(=O)CCCCn1c(=O)c2ccccc2n(Cc2ccccc2C)c1=O,-16%,-5%
O=C(COc1coc(CN2CCCCC2)cc1=O)NCc1ccc(Cl)cc1,3%,-4%
C=Cc1c(C)n[nH]c1C,2%,-6%
CCOC(=O)C1=C(C)N(c2ccc3c(c2)OCO3)C(=O)NC1c1ccccc1 (configuration not stated),2%,6%
Cc1ccc(CNC(=O)C2CCN(Cc3nc(-c4cccc(Br)c4)oc3C)CC2)cc1,2%,20%
Cc1ccc(NC(=O)CN2C(=O)CSc3ccc(S(=O)(=O)N4CCCC4)cc32)cc1F,-2%[57.5 µM],8%
C/C(=N\NC(=O)c1ccc(C(C)(C)C)cc1)C(C)C,6%,0%
CC1CCc2c(sc(NC(=O)CC(C)(C)C)c2C#N)C1 (configuration not stated),-4%,-2%
CCOc1ccc(NC(=O)CSc2nc(C)c(C(=O)Nc3ccccc3)c(-c3ccc(Cl)cc3)c2C#N)cc1,3%,13%
CCCCCn1nc(C(=O)Nc2ccc(C(C)=O)cc2)c2ccccc2c1=O,-1%,-15%
Cc1ccc(NC(=O)/C(C#N)=C/c2cc(C)n(-c3ccc(F)cc3)c2C)cc1C,2%,1%
CCOc1ccc(N(CC)S(=O)(=O)N2CCCC(C(=O)NCCc3ccccc3OC)C2)cc1 (configuration not stated),-26%,?
COc1ccc(C(=O)Oc2c(Sc3ccccc3)c(C)nn2-c2ccccc2)c(OC)c1,?,?
CC(C)(C)c1ccc(S(=O)(=O)N2CCN(Cc3noc(CCC(=O)N4CCCCC4)n3)CC2)cc1,1%,17%
CN(CC12CC3CC(CC(C3)C1)C2)C(=O)C1CCN(C(=O)c2ccc(C(F)(F)F)cc2)CC1,-4%,-25%
CCCCN(Cc1ccccc1)C(=O)C1CCN(C(=O)c2csc(Nc3ccc(C)cc3)n2)CC1,-24%,?
CCN(CC)c1ccc(-c2nc(-c3ccccn3)no2)cc1[N+](=O)[O-],34%[activator],1%
CN1CCN(C(=O)C(=O)Nc2c3c(nn2-c2cccc(Cl)c2)CSC3)CC1,-4%,10%
Brc1ccc(CN2CCc3nc(Nc4ccccc4)ncc3C2)s1,-9%,6%
COc1ccc(C(O)(CN)C(F)(F)F)cc1OC (configuration not stated),11%,1%
C(=N\N=C1c2ccccc2-c2ccccc21)/c1ccccc1,2%,-5%
O=C(O)Cc1ccc(Cl)nc1,-13%,-9%
COC(=O)c1cc(C)nc2c1c(=O)nc(SCc1cccc(C)c1)n2C1CC1,4%,3%
Cc1ccccc1OCC(=O)Nc1nnc(S(=O)(=O)N(C)c2ccccc2)s1,-1%[57.5 µM],51%[activator]

# Some of these compounds in order of their number in AID inh, rising.
smiles	AID inh
CN(CC12CC3CC(CC(C3)C1)C2)C(=O)C1CCN(C(=O)c2ccc(C(F)(F)F)cc2)CC1	-25%
C(=N\N=C1c2ccccc2-c2ccccc21)/c1ccccc1	-5%
CCN(CC)c1ccc(-c2nc(-c3ccccn3)no2)cc1[N+](=O)[O-]	1%
Brc1ccc(CN2CCc3nc(Nc4ccccc4)ncc3C2)s1	6%

# A portion of the library (hit frequency here may not be typical).
